High-throughput results as filed in PubChem BioAssay.
HTT ATP protect = qHTS Multiplex Assay to Identify Dual Action Probes in a Cell Model of Huntington: Cytoprotection (ATP); PC12 HTT-Q103 induced, cytoprotection, ATP luminescence, 40 h; Potency, µM (top dose mostly 56.4 µM), for inactives: cytoprotection (ATP increase), actives largely listed as activators; actives 0.14% (n = 230,000); AID 1471, 2008;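 also: potency is read from the fitted curve at half-maximal effect; % of control where 0% means no effect; nearly all actives have a fitted effect of over 45% in size; toxic huntingtin expression switched on by the ecdysone agonist tebufenozide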
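Compounds were screened for protection of PC12 cells against cell death after tebufenozide induction (100 nM final) of mutant Huntingtin exon 1 (Q103) fused to GFP.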
GAA inhib = qHTS Assay for Inhibitors of Human alpha-Glucosidase as a Potential Chaperone Treatment of Pompe Disease. purified human GAA, 4-MU-alpha-glucoside fluorescence. AID 1466, 2008. actives 0.005% (n = 200,000). Potency, µM (titrated, usually from 76.9 µM), for inactives: at the top dose activity change, negative = inhibition, hits mostly inhibitors. Lysosomal alpha-glucosidase (Homo sapiens), P10253;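 also: potency is read from the fitted curve at half-maximal effect; plate controls were uninhibited enzyme wells for no effect and no-enzyme background for full effect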
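Fluorogenic assay: 4 nM human alpha-glucosidase with 400 uM 4-methylumbelliferyl-alpha-D-pyranoside in 50 mM citrate/phosphate, 0.005% Tween-20, pH 5.0, 20 min at room temperature. Compounds tested up to 77 uM; AC50 from Hill fits.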
CBFb RUNX1 block = qHTS Assay for Compounds Blocking the Interaction Between CBF-beta and RUNX1 for the Treatment of Acute Myeloid Leukemia | Runt-related transcription factor 1 (Homo sapiens) + Core-binding factor subunit beta … | AID 1477, 2009 | 230,000 tested, under 10 active | Potency, µM (highest dose often 59.8 µM), for inactives: at the highest dose activity, negative = inhibition, hits mostly inhibitors | AlphaScreen CBFb-His/RUNX1-biotin binding, biochemical; also: % of control where 0% means no effect
Target sequence (Q01196 whole entry, looked up): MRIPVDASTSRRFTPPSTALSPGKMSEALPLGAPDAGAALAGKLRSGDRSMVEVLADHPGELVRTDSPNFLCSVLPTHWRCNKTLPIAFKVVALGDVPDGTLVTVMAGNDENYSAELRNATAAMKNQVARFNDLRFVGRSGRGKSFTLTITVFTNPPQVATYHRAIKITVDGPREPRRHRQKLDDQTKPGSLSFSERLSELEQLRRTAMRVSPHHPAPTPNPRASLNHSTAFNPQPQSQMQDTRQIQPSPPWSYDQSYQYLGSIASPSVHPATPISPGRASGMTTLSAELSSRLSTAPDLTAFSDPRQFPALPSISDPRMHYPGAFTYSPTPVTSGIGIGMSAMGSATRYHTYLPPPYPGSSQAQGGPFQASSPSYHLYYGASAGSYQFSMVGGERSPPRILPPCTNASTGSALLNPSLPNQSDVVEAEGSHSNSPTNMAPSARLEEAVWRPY
Target sequence (Q13951 whole entry, looked up): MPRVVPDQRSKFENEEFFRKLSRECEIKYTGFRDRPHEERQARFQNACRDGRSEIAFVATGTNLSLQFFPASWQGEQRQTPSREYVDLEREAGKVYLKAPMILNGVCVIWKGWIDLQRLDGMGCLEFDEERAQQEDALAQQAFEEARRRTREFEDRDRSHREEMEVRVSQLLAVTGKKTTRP
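CBF-beta (His) and RUNX1 (biotin), 30 nM each; 20 min preassociation; + compound, 15 min; + beads 50 ng each (Ni, streptavidin), 90 min; RT; AlphaScreen read.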
GAA glycogen mod = qHTS Assay for Inhibitors and Activators of Human alpha-Glucosidase Cleavage of Glycogen. recombinant GAA, glycogen substrate, Amplex Red glucose oxidase fluorescence. AID 2100, 2009. Potency, µM (doses to about 76.4 µM), inactives show top-dose activity change, negative = inhibition, actives largely listed as inhibitors. actives 0.38% (n = 300,000). Lysosomal alpha-glucosidase (Homo sapiens), P10253;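 also: potency is read from the fitted curve at half-maximal effect; 0% = full enzyme reaction and -100% = no-enzyme basal signal; the screen sought inhibitors and activators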
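qHTS, 1536-well; enzyme 4 nM final; cpd up to 77 uM; substrate bovine liver glycogen 30 ug; 50 mM citrate/phosphate pH 5.0, 0.01% Tween-20; 37 C, 40 min; Amplex Red detection 45 min RT; Hill fit → AC50.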
GAA spleen mod = qHTS Assay for Inhibitors and Activators of Human alpha-Glucosidase From Spleen Homogenate; Lysosomal alpha-glucosidase (Homo sapiens), P10253; human spleen homogenate, 4-MU-alpha-glucoside fluorescence; Potency, µM (highest dose often 79.9 µM), inactives show top-dose activity change, negative = inhibition, most hits filed as inhibitors; actives 0.006% (n = 240,000);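 also: potency is read from the fitted curve at half-maximal effect; 0% = enzyme with vehicle and -100% = no enzyme basal signal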
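Enzyme source: human spleen homogenate, 1 ug/well. Buffer 50 mM citric acid/K phosphate pH 5.0, 0.01% Tween-20. 4-MU-alpha-glucoside 1 mM; 37 C x 40 min; NaOH/glycine stop; fluorescence.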
HTT aggregate = qHTS Multiplex Assay to Identify Dual Action Probes in a Cell Model of Huntington: Aggregate Formation (GFP) | PC12 HttQ103-GFP aggregates, Acumen cytometry, 40 h | Potency, µM (doses to about 46.1 µM), for the others: at the highest dose activity change, negative = inhibition, most hits filed as inhibitors | actives 1.1% (n = 220,000); also: potency is read from the fitted curve at half-maximal effect; % is scaled to controls: 0 for no effect and ±100 for the full control effect; nearly all actives have a fitted effect of over 60% in size
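Multiplexed with ATP-based cell death, this channel scores GFP aggregates in PC12 cells expressing inducible HTTex1-Q103-GFP. Induction used 100 nM tebufenozide; compounds were tested in concentration series.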
LMNA splice mod = qHTS Assay for Modulators of Lamin A Splicing; HeLa LMNA splicing GFP/RFP minigene ratio, 48 h; Potency, µM (series often up to 46.1 µM), inactives show top-dose ratio change, negative = inhibition, usual class: inhibitors; actives 0.01% (n = 200,000); active = well fitted inhibition curve with a large enough effect in the signal ratio, with a control signal flat, not every such curve was filed as active; inconclusive = small, poorly fitted or top-dose-only effect, or effect the other way, or a change in a side signal; the % refers to the signal ratio; also: potency is read from the fitted curve at half-maximal effect; % is scaled to controls: 0 for no effect and ±100 for the full control effect
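S3 HeLa cells stably expressing lamin A-EGFP splicing minigene plus DsRed2, 600 cells/well, 48 h compound exposure at 37C. Laser-scanning cytometry; analysed as GFP (500-530 nm)/RFP (575-640 nm) total intensity ratio; 0.5% DMSO vehicle.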
Active calls of the source: *; ? = inconclusive; · = not tested or not shown; & = joins results of further samples; [ ] = dose if it differs, or a comment. Unless noted, calls follow the shape of the dose curve; as a rule, active = well fitted curve in the direction sought with a large enough effect; inconclusive = small, poorly fitted or top-dose-only effect, or another doubt; inactive = no such curve, though single readings can be large; an effect the other way counts as inactive or inconclusive.

no. | Structure | HTT ATP protect | GAA inhib | CBFb RUNX1 block | GAA glycogen mod
1 | O=C(O)CC1(CC(=O)N2CCN(CCO)CC2)CCCC1 | -16% | -6% | -1% | 0%
2 | NCCCCC(NC(=O)C1CCCN1C(=O)C1CSSCC(N)C(=O)NC(Cc2ccc(O)cc2)C(=O)NC(Cc2ccccc2)C(=O)NC(CCC(N)=O)C(=O)NC(CC(N)=O)C(=O)N1)C(=O)NCC(N)=O (stereo not drawn) | · | -6%[15.4 µM] | 10% | 3%
3 | CCc1cccc(C)c1NC(=O)C1CCN(C(=O)c2ccc([N+](=O)[O-])cc2)CC1 | 15%[10 µM] | 2% | -3% | 3%
4 | CCOc1ccc(-n2c(=S)sc3c(=O)[nH]c(SCC(=O)C(C)(C)C)nc32)cc1 | ? | -11% | -9% | 3%
5 | CCN1CCN(S(=O)(=O)c2cc(C)c(OC)cc2C)CC1 | -8%[0.074 µM] | -3% | 2% | 1%
6 | COc1ccc(NC(=O)Cc2c(O)c3ccccc3[nH]c2=O)cc1 | 12% | -6% | 6% | 0%
7 | Cn1cc([N+](=O)[O-])c(C(=O)n2cccn2)n1 | 10%[10 µM] | · | 9% | 7%
8 | COc1ccccc1CCC(=O)Nc1nc2ccccc2[nH]1 | -71%[inhibitor][10 µM] | 1% | -9% | 2%
9 | Cc1ccc(/C=N/c2sc3c(c2C#N)CCCCC3)o1 | -17% | -3% | -6% | ?
10 | Cc1ccc(-n2nnnc2CSc2nnc(-c3ccc(O)cc3)o2)cc1 | 9%[10 µM] | -5% | 2% | -1%
11 | COc1cc(COc2ccc3c(C)c(Cc4ccccc4)c(=O)oc3c2C)cc(OC)c1OC | -34% | 1% | -1% | 2%
12 | CN(C)c1cc[n+](CC(=O)Nc2ccc(OC(F)F)cc2)cc1 | 27%[10 µM] | -6% | 11% | 1%
13 | COc1ccc(OCC2CN3C(CCC(C)C3c3ccc(Br)cc3)C(=O)O2)cc1 (stereo not drawn) | -13%&-1%[10 µM] | · | 9%&12%[13.1 µM] | ·
14 | CCCN1CCC(NC(=S)Nc2ccc(C(=O)OCC)cc2)CC1 | -2%[10 µM] | -9% | -1% | 15%
15 | COC(=O)c1cc(Br)c(=O)n(CCN2CCOCC2)c1 | 18% | -5% | 3% | 2%

no. | GAA spleen mod | HTT aggregate | LMNA splice mod
1 | -1% | -4% | -13%[46 µM]
2 | 0% | -6% | -7%
3 | -8% | 9% | 12%[46 µM]
4 | 8% | ? | ·
5 | -3% | 7% | -4%
6 | 1% | 21% | ?
7 | 4% | 16%[9.22 µM] | ·
8 | -5% | ? | ?
9 | 4% | 8% | 7%
10 | -4% | ? | ?
11 | -19% | ? | -4%
12 | -4% | 13%[9.22 µM] | ·
13 | -4%&-4%[17.4 µM] | · | ·
14 | 2% | 0% | -10%
15 | 7% | -17% | 1%

no. | Structure | HTT ATP protect | GAA inhib | CBFb RUNX1 block | GAA glycogen mod
16 | O=C(NNC(=O)c1cccs1)c1ccc(Cl)cc1 | 9%[10 µM] | -1% | 4% | 0%
17 | CC1(C)C(=O)C2(CCCCC2)C(=O)OC1c1ccc(O)cc1 (stereo not drawn) | -4% | 6% | 6% | -6%
18 | O=C(Oc1ccccc1N1C(=O)CCC1=O)c1ccco1 | -26% | -5% | 3% | 2%
19 | CCOC(=O)N1CCC(N(CCOC)C(=O)Nc2ccc(CC)cc2)CC1 | 0%[0.074 µM] | -5% | 4% | -18%
20 | Cc1ccc(-n2c(CNc3ccc(C)c(Cl)c3)n[nH]c2=S)cc1 | -11%[10 µM] | 1% | -8% | ?
21 | CCOC(=O)CSC1=C(C#N)C(=O)NC(c2ccc(OC)cc2)S1 (stereo not drawn) | -9% | 0% | -6% | -2%
22 | COc1ccc(-c2nc(N)n[nH]2)cc1 | -29% | -2% | 0% | -1%
23 | CN1CCCCCC1C(=O)N1CCC(N2CCC(C(=O)N3CCOCC3)CC2)CC1 (stereo not drawn) | -2%[10 µM] | · | 7% | 3%
24 | C(=N\Nc1nncc2ccccc12)/c1ccccc1 | -16%[10 µM] | · | 3% | 2%
25 | COc1cc(OC)cc(C(=O)N[C@H](C(=O)Nc2nc(-c3ccc(OC)c(OC)c3)cs2)C(C)C)c1 | -32%[10 µM] | · | 4% | 1%
26 | COc1cc2c(cc1NC(C)=O)CCCC2 | -2% | 1% | 1% | 4%
27 | NC(=O)CC(NSc1ccccc1[N+](=O)[O-])C(=O)O (stereo not drawn) | 8%[10 µM] | · | 6% | -15%
28 | O=S(=O)(Nc1n[nH]c(C(F)(F)F)n1)c1ccccc1 | 18%[10 µM] | · | 0% | 4%
29 | CCOC(=O)C1=NN(c2ccccc2C)C2=NC(C)=C(C(=O)OC)C(c3cccc(OC)c3)N12 (stereo not drawn) | · | 2% | -1% | -5%
30 | NS(=O)(=O)c1ccc(NC(=O)COc2ccc(C(=O)c3ccc(F)cc3)cc2)cc1 | -9%[10 µM] | · | 9% | -3%

no. | GAA spleen mod | HTT aggregate | LMNA splice mod
16 | -2% | -15% | -4%
17 | -7% | -3% | 8%
18 | -10% | 11% | ?
19 | -6% | -5% | 1%
20 | -9% | -19%[9.22 µM] | -7%[46 µM]
21 | 8% | 9% | 2%
22 | -9% | 0%[9.22 µM] | 13%
23 | 9% | -23%[9.22 µM] | ·
24 | -2% | -23%[9.22 µM] | ·
25 | 1% | -4%[9.22 µM] | ·
26 | 1% | 16% | -1%
27 | -4% | -3%[9.22 µM] | ·
28 | -4% | 4%[9.22 µM] | ·
29 | 6% | 0% | 4%
30 | 3% | -8%[9.22 µM] | ·

no. | Structure | HTT ATP protect | GAA inhib | CBFb RUNX1 block | GAA glycogen mod
31 | NC(=O)COc1ncnc2scc(-c3ccc(F)cc3)c12 | 6%[10 µM] | -2% | 12% | -1%
32 | O=C(O)c1ccccc1C(=O)Nc1ccc(-n2nc(C(F)(F)F)cc2C(F)(F)F)cc1 | 2%[10 µM] | 2% | 6% | 2%
33 | Fc1ccccc1CSc1nnnn1-c1ccc2c(c1)OCO2 | -9% | -6% | 24% | -15%
34 | O=C(CON=C1c2ccccc2-c2ccccc21)NC12CC3CC(CC(C3)C1)C2 | -6%[10 µM] | -1% | ? | -3%
35 | NC(=O)C1CCN(c2ccc(S(=O)(=O)N3CCCCC3)cn2)CC1 | 23%[10 µM] | -2% | 1% | -6%
36 | CN1C(=O)c2ccccc2C(C(=O)O)C1c1cccc(F)c1 (stereo not drawn) | 16% | -4% | -1% | 15%
37 | C/C=C(\C)c1nnc(NC(=O)C(C)C)s1 | -11%[10 µM] | 1% | 7% | -8%
38 | O=C1CC(c2cc([N+](=O)[O-])ccc2Cl)c2c(ccc3ccccc23)N1 (stereo not drawn) | -13%[10 µM] | 0% | 3% | 12%
39 | O=C1CCN(c2ncccc2[N+](=O)[O-])CC1 | 8%[10 µM] | 3% | -14% | 4%
40 | COc1ccc(C)cc1NC(=O)C(CCS(C)(=O)=O)NC(C)=O (stereo not drawn) | 5%[10 µM] | 0% | 16% | -3%
41 | Cc1ccccc1-c1nc2sc3c(c2c(=O)n1N)CCCC3 | -7% | -5% | 3% | -1%
42 | Cc1ccc(-n2c3c(c(=O)[nH]c2=O)C(C(F)(F)F)(C(F)(F)F)NC(=O)N3)cc1 | -23% | 4% | -4% | 8%
43 | Cc1ccc(S(=O)(=O)NC(=O)NCc2ccc3c(c2)OCO3)cc1 | -30% | -2% | -3% | 3%
44 | Clc1ccccc1SCc1nc2ccccc2[nH]1 | -16%[10 µM] | -1% | 10% | 6%
45 | CN(C(=O)/C=C/c1ccccc1)C1CCS(=O)(=O)C1 (stereo not drawn) | 28%[10 µM] | -9% | -10% | 0%
46 | CCCC(C)NCC(=O)Nc1ccccc1-c1ccccc1 (stereo not drawn) | -7% | -1% | -4% | 1%
47 | COc1ccc(Oc2ncc3nc(-c4cccc(C#N)c4)c(=O)n(CCC#N)c3n2)cc1 | -15% | · | · | ·
48 | COc1ccc(Br)cc1CSC(=N)N | 21%[10 µM] | 9% | 9% | -3%

no. | GAA spleen mod | HTT aggregate | LMNA splice mod
31 | 4% | 5% | 4%[46 µM]
32 | 4% | 2%[9.22 µM] | ?
33 | 0% | -14% | ?
34 | -4% | 11µM* | ?
35 | 0% | 3% | 23%[46 µM]
36 | 0% | -21% | 7%
37 | -5% | -2% | -6%
38 | -3% | -6% | -17%
39 | 2% | 1% | ?
40 | -10% | -5% | -4%
41 | -7% | -19%[9.22 µM] | -10%
42 | -6% | 12% | -1%
43 | -14% | -17% | 13%
44 | -15% | -22% | ?
45 | -2% | 9% | 5%
46 | 4% | 11% | 3%
47 | -15% | · | ?
48 | 0% | 2%[9.22 µM] | ?

Given with tabs: entries from further up
entry	Structure	HTT ATP protect	GAA inhib	CBFb RUNX1 block	GAA glycogen mod	GAA spleen mod	HTT aggregate	LMNA splice mod
33	Fc1ccccc1CSc1nnnn1-c1ccc2c(c1)OCO2	-9%	-6%	24%	-15%	0%	-14%	?
46	CCCC(C)NCC(=O)Nc1ccccc1-c1ccccc1 (stereo not drawn)	-7%	-1%	-4%	1%	4%	11%	3%
40	COc1ccc(C)cc1NC(=O)C(CCS(C)(=O)=O)NC(C)=O (stereo not drawn)	5%[10 µM]	0%	16%	-3%	-10%	-5%	-4%
35	NC(=O)C1CCN(c2ccc(S(=O)(=O)N3CCCCC3)cn2)CC1	23%[10 µM]	-2%	1%	-6%	0%	3%	23%[46 µM]
